Source: PubChem BioAssay (The Scripps Research Institute Molecular Screening Center)
CHRM5 PAM: potentiates acetylcholine response at human M5 receptor. CHO-K1 hM5, Fluo-8 calcium, ACh EC20 PAM; 0% = ACh EC20, 100% = ACh EC100. activation, % at 3 µM. 360,000 compounds, 0.3% hits;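 active means activation above the run cutoff, the mean activation of all test compounds plus 3 SD, cut at about 18% in these data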
Target sequence (P08912 whole entry, looked up): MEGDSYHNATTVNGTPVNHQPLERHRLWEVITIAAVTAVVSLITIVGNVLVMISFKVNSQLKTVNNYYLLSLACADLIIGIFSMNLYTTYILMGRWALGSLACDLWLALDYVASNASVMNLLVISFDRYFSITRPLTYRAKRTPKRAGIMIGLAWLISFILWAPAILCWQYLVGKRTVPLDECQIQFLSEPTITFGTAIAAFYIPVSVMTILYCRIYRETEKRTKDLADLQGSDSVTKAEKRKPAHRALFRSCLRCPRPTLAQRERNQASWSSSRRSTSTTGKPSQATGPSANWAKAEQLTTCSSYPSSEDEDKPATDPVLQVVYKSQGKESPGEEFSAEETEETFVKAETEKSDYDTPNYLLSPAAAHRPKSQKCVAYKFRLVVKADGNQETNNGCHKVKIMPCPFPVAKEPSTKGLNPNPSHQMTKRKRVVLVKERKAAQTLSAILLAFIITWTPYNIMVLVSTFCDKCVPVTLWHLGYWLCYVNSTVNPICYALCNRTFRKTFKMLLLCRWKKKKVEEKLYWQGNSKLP
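Measured by: Fluo-8 calcium fluorescence; material: human M5 receptor in CHO-K1 cells; schedule: Post-acetylcholine fluorescence recording 140 s; benchmarks: low control EC20 acetylcholine (0%), high control EC100 acetylcholine (100%); read-out: Max/basal fluorescence ratio as % of EC20–EC100 ACh window; compound: single dose, 3 µM nominal final test concentration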
M1 PAM: potentiates human M1 receptor response to acetylcholine; P11229; CHO-K1 hM1, Fluo-8 calcium fluorescence, ACh EC20; 0% = ACh EC20, 100% = maximal ACh; activation, % at 3 µM; 360,000 compounds, 0.088% hits; in the data active means activation above about 19%, passing the limit was not always enough
M5 antag: antagonists of human muscarinic M5 receptor (CHRM5); P08912; CHO-hM5 cells, Fluo-8 calcium fluorescence, ACh EC80; inhibition, % at 3 µM; 360,000 compounds, 0.59% hits;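 active means inhibition above a per-plate cutoff, the mean of that plate's test compounds plus 3 SD, cut at about 27% in these data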;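 further: 0% = acetylcholine EC80 with DMSO and 100% = DMSO without agonist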
CHRM5 agonist: agonists of human muscarinic M5 receptor (CHRM5); P08912; CHO-K1 hM5 cells, Fluo-8 calcium fluorescence; 0% DMSO wells, 100% maximal acetylcholine response; activation, % at 3 µM; 360,000 compounds, 0.19% hits; AID 624037;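 active means activation above the run's mean over test compounds plus 3 SD, cut at about 23% in these data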;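 further: signal is peak over basal fluorescence ratio across the kinetic read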
M1 antag: antagonists of human M1 muscarinic receptor. CHO-K1 hM1, Fluo-8 calcium fluorescence, ACh EC80 antagonist. 360,000 compounds, 1.3% hits. inhibition, % at 3 µM;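 active means percent inhibition above its own plate's cutoff, namely the mean of that plate's compound wells plus 3 SD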;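 further: peak over basal fluorescence ratio during 140 s after agonist addition; 0% = ACh EC80 plus DMSO and 100% = DMSO alone without agonist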
M1 ag: activates human CHRM1 receptor; P11229; activation, % at 3 µM; 360,000 compounds, 0.33% hits; CHO-K1 hM1, Fluo-8 calcium fluorescence, agonist mode; 0% DMSO, 100% acetylcholine EC100;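 active means activation above the run's mean compound activation plus 3 SD, cut at about 16% in these data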;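 further: peak over basal fluorescence ratio within a 140 s kinetic read after compound addition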
TAAR1 agonist: human TAAR1 agonism | Q96RJ0 | CHO RD-HGA16 TAAR1, Fluo-8 calcium fluorescence; vehicle wells 0%, saturating PEA agonist 100% | activation, % at 3 µM | 360,000 compounds, 0.99% hits;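 active means activation above the mean activation of all test compounds in the run plus 3 SD, cut at about 38% in these data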
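Assay system: CHO-derived RD-HGA16 cells with stable Gα16 and human TAAR1; timing: 17-24 h seeding, 75 min 37 °C dye, 30 min RT; read-out: % activation from peak over basal fluorescence ratio, DMSO-to-PEA scaled; measured by: kinetic Fluo-8 calcium fluorescence; benchmarks: low control DMSO, high control PEA (EC100); doses: 3 µM single concentration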
CHRM4 antagonist: CHRM4 antagonism in calcium assay. CHO-hM4 cells, ACh EC80, Fluo-8 calcium fluorescence. inhibition, % at 3 µM. 360,000 compounds, 0.73% hits;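 active means inhibition above its plate's cutoff, the mean inhibition of sample wells plus 3 SD, cut at about 27% in these data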;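 further: 0% = acetylcholine EC80 with DMSO and 100% = DMSO without agonist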
Target sequence (P08173 whole entry, looked up): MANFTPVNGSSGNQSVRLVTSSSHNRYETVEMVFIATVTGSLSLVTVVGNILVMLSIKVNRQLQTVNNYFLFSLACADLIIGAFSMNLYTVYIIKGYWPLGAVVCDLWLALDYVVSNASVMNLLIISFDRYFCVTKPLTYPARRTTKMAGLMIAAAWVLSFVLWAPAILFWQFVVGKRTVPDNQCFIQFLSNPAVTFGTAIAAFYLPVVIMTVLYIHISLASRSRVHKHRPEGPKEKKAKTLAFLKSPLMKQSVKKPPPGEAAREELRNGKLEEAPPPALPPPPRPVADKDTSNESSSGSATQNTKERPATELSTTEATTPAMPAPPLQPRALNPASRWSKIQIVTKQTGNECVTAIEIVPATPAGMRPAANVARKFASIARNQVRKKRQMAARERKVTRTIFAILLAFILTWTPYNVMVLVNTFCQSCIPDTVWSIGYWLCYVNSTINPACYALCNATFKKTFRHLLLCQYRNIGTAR
M4 ag: agonists of human muscarinic M4 receptor (CHRM4); P08173; AID 624127; activation, % at 3 µM; 360,000 compounds, 0.14% hits; CHO-K1 hM4/Gqi5, Fluo-8 calcium fluorescence; vehicle 0%, full acetylcholine response 100%;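 active means activation above the run mean over all test wells plus 3 SD, cut at about 32% in these data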;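 further: peak over basal fluorescence ratio per well then scaled between controls; 0% = DMSO wells and 100% = acetylcholine at EC100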
* = called active by the depositor; x = no result given.

SMILES	CHRM5 PAM	M1 PAM	M5 antag	CHRM5 agonist	M1 antag	M1 ag	TAAR1 agonist	CHRM4 antagonist	M4 ag
CCCCOC(=O)/C(=C/c1cn(C)c2ccccc12)NC(=O)c1ccc(OC)cc1	-7.9	6.8	-2.7	-2.2	-8.1	-5.3	0.7	-11.8	1.7
Clc1cnc2nc(SC/C=C/c3ccccc3)[nH]c2c1	-8.0	8.4	11.2	-3.6	-10.9	-2.4	1.9	4.0	0.6
CCCNc1cc(C)oc(=O)c1C(=O)CCC	14.0	10.6	-3.5	-0.6	-10.2	-3.6	-2.4	-1.1	-0.7
Cc1ccc(C(=O)N2CCN(c3ccc(NC(=O)CSc4ccc(Cl)cc4)cc3)CC2)cc1	-12.3	-12.6	10.8	2.8	2.9	-2.2	6.4	5.7	11.0
O=C(NCCc1cccc(Cl)c1)c1cccc([N+](=O)[O-])c1	-9.9	-3.7	7.7	0.4	-3.8	-4.9	5.3	6.1	7.6
COc1cccc(CN(C)C(=O)Cc2ccc(OC)c(S(=O)(=O)N3CCOCC3)c2)c1	-4.7	-1.6	4.4	1.4	-5.5	-0.8	3.6	-4.6	4.2
COc1ccc(-n2nc(C(=O)NCC(=O)N3CCC(C)CC3)c3ccccc3c2=O)cc1	-5.8	0.8	7.8	-3.9	2.1	-8.3	6.1	-8.2	6.1
COC(=O)c1cc(NC(=S)Nc2cc(Cl)cc(Cl)c2)cc(C(=O)OC)c1	-7.7	-1.3	2.0	-1.7	4.4	-2.9	13.9	2.0	4.0
CC(=O)N1CCN(CCS(=O)(=O)c2ccc(Br)cc2)CC1	4.8	10.8	4.8	-1.5	-7.5	-1.5	15.4	-26.9	0.6
COc1cc(C(=O)Nc2ccc3nc4n(c(=O)c3c2)CCCC4)ccc1Br	-8.6	-4.2	19.3	-0.2	5.9	-6.0	0.8	4.2	15.7
O=C(Nc1ccc2c(c1)OCCO2)C1CCN(S(=O)(=O)c2ccc(Br)s2)CC1	-12.8	-9.2	1.3	1.0	-17.3	2.1	x	-2.3	14.9
Cc1ccc(S(=O)(=O)N2CCC(=O)N(C(COCc3cccc(Cl)c3)C(C)C)CC2)cc1 (centres undefined)	-5.0	7.7	9.5	-2.2	-16.2	-5.4	2.4	-3.2	0.7
O=C(NC(Cc1ccccc1)C(=O)O)c1ccc(S(=O)(=O)N2CCCCC2)cc1 (centres undefined)	9.5	4.5	-9.0	-2.3	-8.8	-5.0	7.3	-11.3	-0.1
O=C(NNC(=O)c1ccccc1Cl)c1ccc2c(=O)n3c(nc2c1)CCC3	4.6	6.7	3.0	-1.0	-5.1	-4.0	-0.2	2.8	1.5
COc1ccccc1NC(=O)CSc1nnc(-c2ccccn2)n1Cc1ccco1	2.7	7.5	0.4	-0.4	-8.2	-1.8	-0.3	7.3	1.7
O=C(NCc1ccco1)c1ccc(CS(=O)c2ccccc2Cl)o1 (centres undefined)	-7.0	21.1	6.8	0.2	-2.6	8.0	1.9	-20.9	2.7
CC(Sc1nnc(-c2ccccc2F)n1N)C(=O)NCC1CCCO1 (centres undefined)	5.9	13.4	-9.0	-2.1	-14.9	0.8	1.5	-0.9	0.8
C=CCN1C(=O)C(Cc2ccc(OCC)cc2)S/C1=N\N=C\c1cccs1 (centres undefined)	-6.8	-1.2	3.0	-2.1	0.6	-3.2	5.3	1.6	3.1
CC1(C)CC(=O)C(CS(=O)(=O)c2ccccc2)=C(Cl)C1	5.9	6.9	1.5	-0.8	-11.5	-2.9	0.4	-3.5	0.7
O=C(NCC(c1ccco1)N1CCCC1)c1cccc(S(=O)(=O)Nc2ccc(Br)cc2)c1 (centres undefined)	-2.5	-8.7	18.4	-2.5	24.4	-1.8	13.9	7.9	6.8
CC(C)c1ccc(NC(=O)COC(=O)CSc2nnc(N)s2)cc1	0.4	-0.9	-4.6	1.4	-0.2	0.3	0.5	-3.6	1.3
Cc1ccc(S(=O)(=O)NC2CCCCCCC2)cc1	-0.8	2.3	8.2	-1.1	-12.7	-4.3	3.9	-10.2	0.0
CC(C)(O)C#Cc1ccc(CN2CCC(CO)(CCc3ccccc3)CC2)cc1	-30.0	-18.6	-9.9	-25.9	18.3	-8.9	5.0	16.7	3.3
Cc1csc(NC(=O)CSc2[nH]c(=O)ncc2C)n1	1.6	2.4	-6.3	-0.1	-3.2	5.4	4.1	-6.5	0.5
O=S(=O)(NCC1CCCN(Cc2ccccc2)C1)c1cccc2cccnc12 (centres undefined)	0.8	-3.7	0.9	-6.8	2.6	-6.8	0.5	-0.8	0.7

Single records (already shown). Order of screens: CHRM5 PAM, M1 PAM, M5 antag, CHRM5 agonist, M1 antag, M1 ag, TAAR1 agonist, CHRM4 antagonist, M4 ag
Cc1ccc(C(=O)N2CCN(c3ccc(NC(=O)CSc4ccc(Cl)cc4)cc3)CC2)cc1 across the screens: -12.3, -12.6, 10.8, 2.8, 2.9, -2.2, 6.4, 5.7, 11.0
O=C(NCCc1cccc(Cl)c1)c1cccc([N+](=O)[O-])c1 across the screens: -9.9, -3.7, 7.7, 0.4, -3.8, -4.9, 5.3, 6.1, 7.6
Cc1ccc(S(=O)(=O)N2CCC(=O)N(C(COCc3cccc(Cl)c3)C(C)C)CC2)cc1 (centres undefined) across the screens: -5.0, 7.7, 9.5, -2.2, -16.2, -5.4, 2.4, -3.2, 0.7
O=S(=O)(NCC1CCCN(Cc2ccccc2)C1)c1cccc2cccnc12 (centres undefined) across the screens: 0.8, -3.7, 0.9, -6.8, 2.6, -6.8, 0.5, -0.8, 0.7
CC1(C)CC(=O)C(CS(=O)(=O)c2ccccc2)=C(Cl)C1 across the screens: 5.9, 6.9, 1.5, -0.8, -11.5, -2.9, 0.4, -3.5, 0.7

Exported as labelled records: part of the list above
> COc1ccc(-n2nc(C(=O)NCC(=O)N3CCC(C)CC3)c3ccccc3c2=O)cc1
  CHRM5 PAM: -5.8; M1 PAM: 0.8; M5 antag: 7.8; CHRM5 agonist: -3.9; M1 antag: 2.1; M1 ag: -8.3; TAAR1 agonist: 6.1; CHRM4 antagonist: -8.2; M4 ag: 6.1
> COC(=O)c1cc(NC(=S)Nc2cc(Cl)cc(Cl)c2)cc(C(=O)OC)c1
  CHRM5 PAM: -7.7; M1 PAM: -1.3; M5 antag: 2.0; CHRM5 agonist: -1.7; M1 antag: 4.4; M1 ag: -2.9; TAAR1 agonist: 13.9; CHRM4 antagonist: 2.0; M4 ag: 4.0

Next part.
SMILES	CHRM5 PAM	M1 PAM	M5 antag	CHRM5 agonist	M1 antag	M1 ag	TAAR1 agonist	CHRM4 antagonist	M4 ag
CCOc1ccc(-c2noc(CCC(=O)NC3CCCC3)n2)cc1OC	3.9	11.9	12.2	-2.1	-4.7	0.7	-0.8	-2.9	0.4
Cc1ccc(N(C)S(=O)(=O)c2cc(-c3cnc(C4CC4)o3)ccc2C)cc1	1.5	0.9	-0.4	1.2	12.4	-1.3	-0.6	-1.5	1.0
O=C(COc1ccccc1)NC(=S)Nc1cccc([N+](=O)[O-])c1	-2.2	2.7	6.6	-2.8	-2.5	-4.5	7.9	-1.9	2.7
COc1cc(C(=O)Nc2cc(C)cc(C)c2)c(-n2cnnn2)cc1OC	4.6	2.0	-8.6	-0.4	0.3	-4.8	2.4	0.5	0.8
Nc1c(Cl)cc(-c2[nH]c3cc(C(=O)NCCO)ccc3c(=O)c2O)cc1Cl	-1.2	-1.0	7.3	-0.3	-2.3	1.7	10.0	13.6	9.2
O=C(Nc1ccc(Cl)cc1)N1N=CCC1c1ccccc1 (centres undefined)	5.5	1.9	-6.8	1.2	-1.1	-3.7	2.9	-5.4	0.1
Nc1nonc1-n1nnc(C(=O)N/N=C/c2ccco2)c1-c1ccccc1	3.9	14.7	-8.2	13.8	-5.6	22.4*	100.3*	-0.2	2.6
O=C(O)c1cccnc1SCc1ccc([N+](=O)[O-])cc1	-1.0	-0.8	12.7	-2.5	5.0	-5.6	-1.0	6.7	-1.0
CC(C)(C)NC(=O)C1(C)CCC(=O)N1C1CC1 (centres undefined)	-3.2	-6.3	-1.1	3.7	12.3	-0.5	2.6	-7.9	0.4
COc1ccc(NC(=O)CCc2nnc3ccc(N4CCN(c5cccc(OC)c5)CC4)nn23)cc1	-10.2	-5.2	10.0	-2.3	7.0	-0.8	8.8	-17.1	26.4
O=C(NCc1ccccc1)C(C1CC1)n1c(Cc2cc(F)cc(F)c2)nc2ccccc21 (centres undefined)	-0.4	x	-0.9	2.0	x	x	0.6	-7.0	13.6
CC(Sc1nnc(-c2ccco2)n1-c1ccccc1)C(=O)NCC1CCCO1 (centres undefined)	-1.9	-3.5	12.1	-0.5	7.7	-1.9	9.4	2.8	0.5
Cc1onc(-c2ccccc2Cl)c1C(=O)Nc1cccc2nsnc12	-8.3	-3.2	7.6	-10.4	-0.7	-6.7	5.2	3.5	-1.0
O=c1nc(Nc2ccc([N+](=O)[O-])cc2)[nH]c(=O)[nH]1	4.0	-1.2	-0.7	-2.0	-4.2	-1.9	1.5	-4.3	-0.2
CC(=O)Nc1ccc(NCN2C(=O)C3C4CCC(C4)C3C2=O)cc1 (centres undefined)	-3.9	0.2	2.4	-0.3	5.7	-3.0	-0.7	7.5	1.8
Cc1cccc(N(C(=O)c2snc(C(N)=O)c2N)C(C(=O)NCC2CCCO2)c2cccs2)c1 (centres undefined)	7.0	2.5	5.5	1.7	-4.0	-3.9	10.8	4.1	4.3
Cc1cc(C)nc(N/N=C/c2ccccc2OCc2ccccc2)n1	-2.9	3.2	1.8	-2.1	0.5	-5.9	3.1	-2.1	1.8
CCOC(=O)C1CCCN(Cc2ccccc2F)C1 (centres undefined)	0.6	8.2	3.2	-4.2	-4.4	-8.5	7.6	5.1	1.6
COc1ccc(C(=O)NCCc2nnc(SCC(=O)Nc3ccccc3C(C)C)n2C)cc1	-5.4	5.6	3.6	-3.3	-5.5	-6.1	5.8	9.9	-0.8
COC(=O)c1c(C)[nH]c(C(=O)COC(=O)Cn2cc(C(F)(F)F)ccc2=O)c1C	-6.9	0.4	8.4	3.4	4.7	1.9	3.2	-1.7	7.6
CC(=O)O[C@H]1[C@@H](O)[C@H](O)[C@H](Oc2c(O)c(C)c3c4c2[C@@H](C)CC[C@@H]4[C@@H](C)C[C@@H]3C=C(C)C)O[C@H]1C	-2.6	8.6	2.2	3.4	-13.6	-0.7	0.3	-17.4	1.5

These rows are one share of the data; the hit share may differ from the screen's.
